Source: PubChem
AmpC inh no detg – AmpC beta-lactamase inhibition without detergent | P00811 | AmpC nitrocefin hydrolysis, absorbance 480 nm, 0.0001% Triton | actives 0.52% (n = 330,000) | Potency, µM (series often up to 57.1 µM), for inactives: top-dose activity change, negative = inhibition, usual class: inhibitors;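 also: potency is read from the fitted curve at half-maximal effect; plate controls were no compound for no effect and no enzyme for full effect; nearly all actives have a fitted effect of over 20% in size; some results filed as inactive show a strong effect at the top dose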
Target sequence (P00811 whole entry, looked up): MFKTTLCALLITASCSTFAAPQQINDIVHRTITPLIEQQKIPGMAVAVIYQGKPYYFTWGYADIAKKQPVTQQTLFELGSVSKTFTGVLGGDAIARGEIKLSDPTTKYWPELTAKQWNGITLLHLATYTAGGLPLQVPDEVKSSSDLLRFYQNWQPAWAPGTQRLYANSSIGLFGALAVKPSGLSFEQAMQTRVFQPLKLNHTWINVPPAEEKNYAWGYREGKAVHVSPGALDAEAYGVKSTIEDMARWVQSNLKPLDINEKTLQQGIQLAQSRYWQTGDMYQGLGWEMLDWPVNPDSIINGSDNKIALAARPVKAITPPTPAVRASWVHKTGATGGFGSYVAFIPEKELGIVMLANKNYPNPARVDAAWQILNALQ
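20 mM phosphate pH 7.0 + 0.01% (detergent screen) or 0.0001% Triton X-100; 5.3 nM AmpC reagent; cpd preinc 15 min RT; nitrocefin (800 uM stock) to start; A480 q20 s × 4 min; Activity was normalised to no-enzyme and no-compound control wells.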
AMA1 RON2 block – disrupts binding of P. falciparum AMA1 to RON2; actives 0.2% (n = 360,000); AID 720542; Potency, µM (doses to about 58.2 µM), for inactives: top-dose activity change, negative = inhibition, hits mostly inhibitors; AlphaScreen AMA1-biotinylated RON2 peptide binding;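 also: potency is read from the fitted curve at half-maximal effect; 0% = vehicle wells and -100% = peptide control; nearly all actives have a fitted effect of over 45% in size; some results filed as inactive show a strong effect at the top dose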
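AMA1 (3D7) with his tag at 25 nM final met compounds first, then biotinylated RON2 peptide at 25 nM; detection used donor plus acceptor beads, 10 µg/mL apiece, read by AlphaScreen after 30 min at room temperature.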
Sm TGR inh – S. mansoni TGR enzyme inhibition | Q962Y6 | Potency, µM (highest dose often 114 µM), for inactives: at the top dose activity change, negative = inhibition, hits mostly inhibitors | actives 3% (n = 360,000) | purified TGR, DTNB reduction, TNB absorbance 405 nm; also: potency is read from the fitted curve at half-maximal effect; nearly all actives have a fitted effect of over 60% in size
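First, TGR (20 nM dispensed) and NADPH were mixed with compound. Second, a 15 min room-temperature incubation followed. Third, further NADPH and then DTNB were added to start the reaction. Finally, TNB absorbance was monitored kinetically.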
AmpC inh detg – inhibitors of E. coli AmpC beta-lactamase with detergent. P00811. AmpC hydrolysis of nitrocefin, absorbance 480 nm, 0.01% Triton. Potency, µM (series often up to 114 µM), for the others: at the highest dose activity change, negative = inhibition, usual class: inhibitors. actives 0.041% (n = 370,000);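 also: potency is read from the fitted curve at half-maximal effect; 0% = no-compound wells and -100% = no-enzyme wells; nearly all actives have a fitted effect of over 25% in size; some results filed as inactive show a strong effect at the top dose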
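20 mM phosphate pH 7.0 + 0.01% (detergent screen) or 0.0001% Triton X-100; 5.3 nM AmpC reagent; cpd preinc 15 min RT; nitrocefin (800 uM stock) to start; A480 q20 s × 4 min; Activity was normalised to no-enzyme and no-compound control wells.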
TbPYK inhibitor – blocks Trypanosoma brucei pyruvate kinase. AID 624173. Potency, µM (highest dose often 76.8 µM), for the others: at the highest dose activity, negative = inhibition, actives largely listed as inhibitors. actives 0.12% (n = 410,000). TbPYK enzyme, Kinase-Glo Plus ATP luminescence, 45 min; also: potency is read from the fitted curve at half-maximal effect; nearly all actives have a fitted effect of over 50% in size
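Luminescence from Kinase-Glo Plus, added after a 45-minute room-temperature reaction, served as the end-point read-out. The enzyme and substrate were preincubated with compound before ADP (130 uM final) initiated turnover. Concentration-effect curves came from normalized qHTS data.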
HCMV inh – blocks human cytomegalovirus replication | HFF cells, HCMV-luciferase reporter, 72 h; stronger effect = lower value | activity change, negative = inhibition, % at 57.5 µM | actives 4.5% (n = 410,000); in the data active = activity change below about -60%; inconclusive = no clear call, values can overlap the other calls; inactive = above about -39%
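Compounds were evaluated in HFFs infected with an HCMV luciferase reporter virus (MOI 1 PFU/cell). Luciferase in lysates collected 72 h post infection served as the replication measure.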
LmPK inhibitor – inhibitors of Leishmania mexicana pyruvate kinase; Q27686; purified LmPK, Kinase-Glo ATP luminescence, 1 h; Potency, µM (titrated, usually from 57.5 µM), for inactives: at the highest dose activity change, negative = inhibition, hits mostly inhibitors; actives 0.37% (n = 290,000); also: potency is read from the fitted curve at half-maximal effect
Target sequence (Q27686 whole entry, looked up): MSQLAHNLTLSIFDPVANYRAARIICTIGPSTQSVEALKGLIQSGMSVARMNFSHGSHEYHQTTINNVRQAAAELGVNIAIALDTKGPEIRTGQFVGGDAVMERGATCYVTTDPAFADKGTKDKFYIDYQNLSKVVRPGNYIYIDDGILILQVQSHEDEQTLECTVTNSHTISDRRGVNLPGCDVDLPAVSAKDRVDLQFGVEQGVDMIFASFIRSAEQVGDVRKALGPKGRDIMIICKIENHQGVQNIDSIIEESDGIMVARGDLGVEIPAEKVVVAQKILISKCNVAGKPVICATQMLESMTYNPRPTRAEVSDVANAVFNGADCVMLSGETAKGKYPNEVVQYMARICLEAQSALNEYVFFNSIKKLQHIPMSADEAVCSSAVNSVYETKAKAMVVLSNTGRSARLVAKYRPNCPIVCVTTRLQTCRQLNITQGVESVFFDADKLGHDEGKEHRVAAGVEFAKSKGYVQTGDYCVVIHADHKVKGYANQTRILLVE
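Kinase-Glo luminescence read after 1 h RT reaction of 0.1 nM LmPK with 0.5 mM PEP and 0.1 mM ADP. Activity scaled between uninhibited and enzyme-free controls.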
* hit, by the source's call; ? = inconclusive; nt = not tested or not shown; [ ] = dose if it differs, or a comment. Unless noted, calls follow the shape of the dose curve; as a rule, active = well fitted curve in the direction sought with a large enough effect; inconclusive = small, poorly fitted or top-dose-only effect, or another doubt; inactive = no such curve, though single readings can be large; an effect the other way counts as inactive or inconclusive. Unless noted, % is scaled to controls: 0 for no effect and ±100 for the full control effect. Compounds were not picked by outcome, and some 7.4% of all compounds hit somewhere here.

Sequence of screens: AmpC inh no detg	AMA1 RON2 block	Sm TGR inh	AmpC inh detg	TbPYK inhibitor	HCMV inh	LmPK inhibitor
- CCSC1=NCCN1C(=O)C(C)(C)Oc1ccc(Cl)cc1
    51%	-1%	4%	4%	-4%	-11	-7%
- COc1ccccc1CC(=O)NCCCc1ccccc1
    -3%	3%	-1%	?	2%	-24	6%
- Cc1ccccc1OCC(=O)OCC(=O)NCCNC(=O)COC(=O)COc1ccccc1C
    211%[activator]	0%	-1%	-2%	-4%	2	nt
- CCNC(=S)Nc1cc(-c2ccc(Cl)cc2)[nH]n1
    -43%	27%	0.89µM*	1%	-2%	-33	3%
- Cc1ccc(/C=N/NC(=O)c2ccc(OC3CCCC3)cc2)o1
    -40%	17%	-23%	-9%	-9%	6	-2%
- Cc1ccc(CNC(=O)[C@@H](NC(=O)Cc2ccccc2)C(C)C)cc1
    -3%	10%	3%	-1%	-2%	12	0%
- Cc1ccn2c(CNCC3OCCc4ccccc43)c(C(=O)N3CCCCCC3)nc2c1 (centres undefined)
    62%[activator]	1%	-9%	-2%	6%	8	3%
- NC(=O)C1C(c2ccccc2)=C1c1ccccc1
    -14%	-22%	-1%	-13%	7%	?	-6%
- CCCCOc1ccc(C(=O)Nc2ccc3c(c2)CCCN3S(=O)(=O)c2ccc(C)cc2)cc1
    nt	nt	-3%	-5%	0%	?	nt
- NNc1nc2sc3c(c2c(=O)n1C1CCCCC1)CCN(Cc1ccccc1)C3
    1%	0%	-1%	1%	-1%	-12	3%
- CC(=O)c1cccc(NC(=O)C2CCN(S(=O)(=O)c3ccc4[nH]c(=O)ccc4c3)CC2)c1
    nt	nt	9%	-4%	-7%	26	nt
- COc1ccc(N2CCN(Cc3cc(=O)c(OCC(=O)NC4CCCC4)co3)CC2)cc1
    -1%	-11%	0%	0%	-4%	-30	nt
- CC1=CC(=O)C=C(C)C1=NOS(=O)(=O)c1ccccc1
    -2%	-28%	4µM*	-10%	5%	-97*	3%
- COc1ccc(C(CNC(=O)c2cccc(S(=O)(=O)Nc3ccc(F)cc3)c2)N2CCCCC2)cc1 (centres undefined)
    nt	-2%	nt	nt	-6%	-5	nt
- CN(CC=CCN(C)P(=S)(N1CC1)N1CC1)P(=S)(N1CC1)N1CC1
    nt	13%	nt	nt	-8%	-20	nt
- CCN(CC)c1ccc(/C=C2\C(=O)NC(=S)N(C)C2=O)o1
    1%	-4%	-34%	1%	-12%	2	-30%
- Nc1ccc(S(=O)(=O)Nc2cnc3c(Cl)cccc3n2)cc1
    nt	2%	nt	nt	2%	-20	nt
- CC(=O)Nc1ccc(NC(=O)C2CCCN2/C=C/C(=O)C(F)(F)F)cc1 (centres undefined)
    -18%	12%	18%	3%	-1%	?	-13%
- CCCC[C@H]1COCCS(=O)(=O)N1Cc1cccc([N+](=O)[O-])c1
    2%	-9%	-21%	?	-2%	-100*	2%
- CC(C)(CNS(=O)(=O)c1ccc2ccccc2c1)N1CCOCC1
    -13%	-22%	-9%	4%	0%	-29	nt
- O=C(O)c1c(Cl)c(Cl)c(Cl)c(Cl)c1C(=O)OCC1CCCO1 (centres undefined)
    nt	-6%	nt	nt	-10%	-30	nt
- CCOC(=O)CCS(=O)(=O)c1ccc(-c2ccc(S(=O)(=O)CCC(=O)OCC)cc2)cc1
    4%	4%	5%	-14%	-1%	-21	3%
- CCCn1c(C(O)c2ccc(OCC)cc2)nc2ccccc21 (centres undefined)
    -11%	43%[activator]	0%	?	-1%	9	5%
- O=C(N/N=C/c1ccccn1)c1cccc(NC(=O)c2ccccc2Cl)c1
    18µM*	129%[activator]	-1%	1%	-11%	7	-5%
- O=C(O)C1CCN(C(=O)COc2ccc3c4c(c(=O)oc3c2)CCCC4)CC1
    -16%	23%	-29%	-9%	1%	16	-12%
- CC(C)(C)OC(=O)N1CCC[C@H]1c1nnc(SCc2ccccc2)o1
    55%	-19%	9%	-12%	-11%	-38	1%
- CC(=O)c1cccc(NC(=O)c2ccc(-c3c(C)noc3C)c3ccoc23)c1
    nt	-1%	nt	nt	-6%	88	nt
- O=C(CSc1nnc2ccccn12)NCc1ccco1
    -1%	-5%	-31%	-4%	5%	-10	4%
- COc1ccc(NC(=O)C2CCCN2C(=O)NC2CCCCC2)cc1 (centres undefined)
    -8%	13%	6%	5%	-3%	-9	-4%
- Cc1ccc(Cl)cc1N1CCN(Cc2nnnn2C2CCCCC2)CC1
    9%	3%	3%	?	-6%	-18	2%

3 structures from above, ordered by molar mass, rising:
Sequence of screens: AmpC inh no detg	AMA1 RON2 block	Sm TGR inh	AmpC inh detg	TbPYK inhibitor	HCMV inh	LmPK inhibitor
- O=C(CSc1nnc2ccccn12)NCc1ccco1
    -1%	-5%	-31%	-4%	5%	-10	4%
- CCCn1c(C(O)c2ccc(OCC)cc2)nc2ccccc21 (centres undefined)
    -11%	43%[activator]	0%	?	-1%	9	5%
- Cc1ccc(/C=N/NC(=O)c2ccc(OC3CCCC3)cc2)o1
    -40%	17%	-23%	-9%	-9%	6	-2%

The list goes on:
SMILES | AmpC inh no detg | AMA1 RON2 block | Sm TGR inh | AmpC inh detg | TbPYK inhibitor | HCMV inh | LmPK inhibitor
O=S(=O)(c1ccccc1)c1nc(-c2ccc(Cl)cc2Cl)oc1N1CCCCC1 | nt | nt | -3% | -1% | 4% | ? | nt
O=c1[nH]cnc2nn(-c3ccccc3)nc12 | -4% | -1% | 1% | -15% | -10% | 94 | -19%
Cc1cc(N2CCN(c3ncccn3)CC2)nc2c(C)cccc12 | -18% | 1% | 3% | 1% | 2% | nt | 2%
C=CCSc1nnc(NC(=O)c2ccc(N3CCCC3=O)cc2)s1 | -8% | -4% | -5% | -10% | 1% | 42 | nt
CCCCC(=O)N(C)c1c(CC)nc2c(OCc3cc(Cl)cc(Cl)c3)cccn12 | nt | -10% | nt | nt | 3% | 12 | nt
COc1ccccc1S(=O)(=O)N(C)C[C@@H]1OCc2cn(nn2)CCCC(=O)N([C@@H](C)CO)C[C@H]1C | nt | 12% | nt | nt | -3% | -8 | nt
C=CCc1ccc(OCC(O)CN2CCc3ccccc3C2)c(OC)c1 (centres undefined) | 34% | 1% | -20% | -9% | 2% | 47 | 3%
O=C(C1CCCCC1)N(Cc1nc2sc3c(c2c(=O)[nH]1)CCCC3)Cc1cccs1 | -4% | 6% | 6% | -9% | 1% | 12 | 7%
CC(C)(C)OC(=O)N1CCC(c2c(C(=O)NC3CC3)cnn2-c2ccccc2)CC1 | 66%[activator] | -11% | -32% | -1% | 5% | -17 | 9%
Cn1nc(C(=O)NCc2cccc(Cl)c2)c2c1-c1ccccc1SC2 | nt | nt | 1% | 1% | -3% | ? | nt
COC(=O)CNC(=O)C(NC(=O)c1ccc(Cl)cc1)C(C)C (centres undefined) | -10% | 5% | -10% | 0% | 5% | 80 | -2%
CCn1c(-c2cc3ccccc3cc2O)n[nH]c1=S | ? | 126%[activator] | 1% | -6% | ? | 13 | ?
COc1ccc(NC(=O)CC(C)c2ccccc2)c([N+](=O)[O-])c1 (centres undefined) | -5% | -4%[11.6 µM] | 4% | 4% | -12% | 11 | 0%
Cc1cccc(N2C(=O)N(Cc3ccc(C(C)(C)C)cc3)c3ccccc3S2(=O)=O)c1 | nt | nt | 6% | -3% | 7% | 1 | nt
COc1ccc(N2CCN(CCNS(=O)(=O)c3cccc4nsnc34)CC2)cc1 | -16% | -10% | -7% | -16% | -12% | ? | 0%

Filtered by structure: the entries above containing fluorine (2)
SMILES | AmpC inh no detg | AMA1 RON2 block | Sm TGR inh | AmpC inh detg | TbPYK inhibitor | HCMV inh | LmPK inhibitor
COc1ccc(C(CNC(=O)c2cccc(S(=O)(=O)Nc3ccc(F)cc3)c2)N2CCCCC2)cc1 (centres undefined) | nt | -2% | nt | nt | -6% | -5 | nt
CC(=O)Nc1ccc(NC(=O)C2CCCN2/C=C/C(=O)C(F)(F)F)cc1 (centres undefined) | -18% | 12% | 18% | 3% | -1% | ? | -13%

(more compounds)
SMILES | AmpC inh no detg | AMA1 RON2 block | Sm TGR inh | AmpC inh detg | TbPYK inhibitor | HCMV inh | LmPK inhibitor
COc1cc(/C=C(/NC(=O)c2ccccc2Cl)C(=O)O)cc(OC)c1OC | -30% | 5% | -35% | -6% | 9% | -4 | 4%
C=CCn1c(SCC(=O)Nc2cc(OC)c(NC(=O)c3ccco3)cc2OC)nnc1-c1ccncc1 | 146%[activator] | -5% | -11% | 1% | 2% | 27 | -1%
COc1cc(OC)cc(-c2c(Sc3ccccc3)c3cc(-c4cnc(N5CCOCC5)nc4)ccc3n2C)c1 | nt | -1% | nt | nt | 1% | 0 | nt
Clc1ccccc1CNCC1CCCO1 (centres undefined) | -3% | -6% | 3% | 1% | -4% | 6 | 1%
COC(=O)[C@@]1(C)[C@H]2C(=O)N(C)C(=O)[C@H]2[C@H]2CN=C(SCc3ccccc3)N21 | -11% | -5% | nt | nt | 7% | 13 | nt
CN(C)CCN(CC1CCCN(Cc2ccccc2F)C1)C(=O)c1ccc(F)cc1 (centres undefined) | 41% | 4% | -18% | -1% | 0% | -23 | -1%
C=CCn1c(C)cc(C(=O)CSc2nnc3c(Cl)cc(Cl)cn23)c1C | -1% | -9% | -16% | -15% | -5% | -35 | 0%
CS(=O)(=O)N1CCc2cc(S(=O)(=O)N3CCCCC3)ccc21 | -31% | -6% | 0% | -5% | -6% | -11 | 1%[11.5 µM]
Cc1ccc2[nH]c(=O)c(CN(Cc3ccco3)S(=O)(=O)c3c(C)ccc4nsnc34)cc2c1 | -21% | 4% | 28µM* | ? | -13% | -3 | -3%
Cc1cccc(NC(=O)CSc2nc(-c3cccc(C)c3)nc3c2Cc2c(CO)cnc(C)c2O3)c1 | nt | nt | 2% | 7% | 6% | 42 | nt
Cc1ccc(/C=C/C(=O)c2ccc(N3CCOCC3)cc2)s1 | 32% | -28% | 0% | 2% | -1% | 20 | -18%
Cn1nc(C(=O)NNC(=O)C2CSC3(C)CCC(=O)N23)c2ccccc2c1=O (centres undefined) | -8% | 12% | 2% | -1% | -3% | -15 | nt

Looked up above:
`Cn1nc(C(=O)NNC(=O)C2CSC3(C)CCC(=O)N23)c2ccccc2c1=O` (centres undefined) in HCMV inh is entered as -15
`Cc1cccc(NC(=O)CSc2nc(-c3cccc(C)c3)nc3c2Cc2c(CO)cnc(C)c2O3)c1` in TbPYK inhibitor is entered as 6%
